# HEK293 NOD2/NF-kB – inhibition of NOD2-driven NF-kB reporter – cell-based, luminescence, uHTS, HEK293 (AID 1566) | actives 0.63% (n = 290,000) | inhibition, % at 4 µM, or EC50 in µM where a hit was titrated | HEK293 NOD2/NF-kB luciferase reporter, luminescence; higher % means a stronger effect; also: many of its hits are not listed in these tables
# GPR55 beta-arrestin – GPR55 agonists via beta-arrestin recruitment, primary screen, imaging, U2OS cells, beta-arrestin-GFP redistribution (AID 1961); actives 0.048% (n = 290,000); U2OS GPR55 beta-arrestin-GFP redistribution imaging; higher % means a stronger effect; activation, % at 10 µM; hits with a dose series show EC50 in µM;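 active = activation above 40% with more than 50 cells counted in the well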;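 also: U2OS osteosarcoma cells stably expressing GPR55 and beta-arrestin-GFP; plate controls were DMSO negative control for no effect and LPI positive control for full effect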
# KOR beta-arrestin-1 – kappa opioid receptor blockers – cell-based, luminescence, uHTS (AID 1778). inhibition, % at 10 µM; hits with a dose series show IC50 in µM. actives 0.091% (n = 290,000). KOR beta-arrestin recruitment, luminescence, antagonist mode; higher % means a stronger effect; also: strong numbers were not always called active
# GPR35 antagonists – inhibition of zaprinast-stimulated GPR35 beta-arrestin translocation – imaging, U2OS, beta-arrestin-GFP, zaprinast agonist, primary screen (AID 2058); actives 0.052% (n = 290,000); U2OS GPR35 beta-arrestin-GFP translocation imaging, zaprinast antagonism; higher % means a stronger effect; inhibition, % at 10 µM; hits with a dose series show IC50 in µM;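 active = inhibition of at least 50% with at least 30 cells and total cytoplasm GFP at most 10,000,000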
# GPR55 antagonists – inhibition of LPI-stimulated GPR55 beta-arrestin translocation – imaging, U2OS, beta-arrestin-GFP, LPI agonist, primary screen (AID 2013); U2OS GPR55 beta-arrestin-GFP translocation imaging, LPI antagonism; higher % means a stronger effect; one-dose inhibition, % at 10 µM; IC50 in µM for titrated hits; actives 0.13% (n = 290,000);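 active = spots per cell inhibited over 60%, with over 100 cells counted and total cytoplasm intensity under 500,000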;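 also: U2OS cells stably carrying GPR55 and arrestin-GFP stimulated by 5 µM LPI near EC80; imaged beta-arrestin-GFP aggregate spots per cell after agonist stimulation; plate controls were LPI-stimulated DMSO wells for no effect and DMSO wells without LPI for full effect; some results filed as inactive read as strong as hits; confirmed hits need IC50 under 10 µM and bright autofluorescent wells are also inconclusive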
# NOD1 NF-kB reporter – NOD1 signaling inhibitors, primary screen, cell-based, luminescence, uHTS (AID 1578). NOD1-driven NF-kB luciferase reporter cells, luminescence; higher % means a stronger effect. inhibition, % at 4 µM, or EC50 in µM where a hit was titrated. actives 1% (n = 290,000); in the data active = inhibition mostly above about 36%, no sharp cut-off; inactive = mostly below about 34%;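 also: HEK-293T reporter cells stimulated with the NOD1 agonist gamma-tri-DAP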
# HIV peptide binding – inhibitors of HIV fusion peptide binding, primary screen, biochemical, uHTS, fluorescence dequenching (AID 1986) | cell-free peptide binding, fluorescence dequenching, 30 min; higher % means a stronger effect | one-dose inhibition, % at 20 µM; IC50 in µM for titrated hits | actives 0.3% (n = 290,000); in the data active = inhibition mostly above about 52%, no sharp cut-off; inactive = mostly below about 76%; also: some results filed as inactive read as strong as hits
# KOR beta-arrestin-2 – KOR agonists, beta-arrestin recruitment, primary screen, cell-based, luminescence, uHTS (AID 1777); KOR beta-arrestin recruitment, luminescence; higher % means a stronger effect; one-dose activation, % at 10 µM; EC50 in µM for titrated hits; actives 0.02% (n = 280,000); in the data active = activation above about 50%, passing the limit was not always enough; also: a part of the inactive calls stands beside numbers as strong as those of hits
# Myeloid diff MLP – promotes myeloid progenitor differentiation | ER-HoxA9 myeloid progenitors, lysozyme-GFP differentiation, flow cytometry | calls only at 10 µM | actives 1% (n = 360,000) | AID 624256;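 active = normalized GFP-positive differentiation at or above the plate's own cutoff, the solvent-only control mean plus 3 SD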;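 also: cells exposed to compound for four days before flow analysis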
# Myeloid diff MLP GFP+ MAC1+ % – further read-out of Myeloid diff MLP, marked with its call; GFP+ MAC1+ double positive, %; measured here: differentiation confirmed by MAC1 staining
# The depositor's hits bear a star; i = inactive; . = not tested or not shown; [ ] = dose if it differs, or a comment. Rule as the data show it, unless noted: active = inhibition above about 50%; inactive = the rest.
SMILES,HEK293 NOD2/NF-kB,GPR55 beta-arrestin,KOR beta-arrestin-1,GPR35 antagonists,GPR55 antagonists,NOD1 NF-kB reporter,HIV peptide binding,KOR beta-arrestin-2,Myeloid diff MLP,Myeloid diff MLP GFP+ MAC1+ %
CC(=O)N(CN1C(=O)CCC1=O)c1cccc(Cl)c1,0%,-0.3%,-15%,-12%,-13%,-9%,-0.8%,6.9%,i,0.4
COc1ccc(NC(=S)N2C3CCC2CC(NC(=O)NC24CC5CC(CC(C5)C2)C4)C3)c(OC)c1 (centres undefined),0%,0.3%,-16%,9%,11%,-19%,-0.8%,-3.8%,i,9.5
COc1ccc(C(=O)NNS(=O)(=O)c2ccc(C)cc2)cc1,7%,-0.2%,-36%,0%,7%,-14%,1.3%,-2.9%,i,0.3
CC12CCC(C(=O)Nc3ccccc3Cl)([C@H](Br)C1=O)C2(C)C (some centres undefined),1%,-0.1%,-7%,8%,4%,-14%,3.0%,2.2%,i,0.2
CCOC(=O)C1(CCOC)CCN(Cc2cnc(-c3cccc(C)c3)nc2)CC1,8%,-0.3%,-5%,0%,11%,-16%,3.3%,5.5%,i,0.3
O=C(CN1CCCC1)Nc1nnc(-c2cccs2)s1,4%,-0.3%,-9%,-7%,4%,75%*,-1.2%,10%,i,0.2
CCN(CC)CCOC(=O)c1ccc(NC(=O)c2ccc(Cl)c(S(=O)(=O)N3CCCCCC3)c2)cc1,41%,-0.4%,-6%,-3%,-2%,13%,0.6%,-6.1%,i,0.5
CCC(=O)Nc1ccc2ccccc2c1,2%,0.0%,-29%,11%,8%,-35%,0.9%,5.1%,i,0.2
CN(C)c1ccc(CNn2cnnc2SCC(=O)NC(C)(C)C)cc1,10%,-0.1%,-38%[20 µM],15%,2%,-28%,-1.9%,.,i,0.7
NC(N)=NS(=O)(=O)c1ccc(N)cc1,12%,-0.1%,-1%,-4%,3%,-29%,1.9%,-1.5%,i,1.2
O=C(NCc1ccccc1)c1onc(CSc2nc3ccccc3[nH]2)c1C(=O)NCc1ccccc1,3%,-0.2%,-22%[20 µM],-5%,12%,1%,3.3%,14%,i,2.5
O=c1c(CN2CCN(c3cccc(Cl)c3)CC2)coc2c(Cl)cc(Cl)cc12,18%,0.2%,-32%,15%,18%,53%,0.8%,5.4%,i,9.1
Cc1cc(Nc2nc3ccccc3nc2Cl)n(-c2ccccc2)n1,25%,-0.1%,-7%,8%,1%,30%,-0.8%,0.4%,i,4.1
C#CCSc1nnc(-c2sc3ccccc3c2Cl)o1,-101%,-0.1%,-16%,-5%,8%,-19%,-0.7%,-0.6%,i,5.7
O=C1c2ccccc2S(=O)(=O)N1CCOc1ccccc1,3%,0.4%,4%,-8%,-6%,-27%,-2.5%,-0.1%,i,1.3
Cc1nnc(SCC(=O)NCCOc2ccc(Cl)cc2)n1-c1ccccc1,11%,-0.2%,-1%,-1%,-5%,-6%,-0.6%,-0.6%,i,1.1
O=C(CCC(=O)NNC(=O)COc1ccc(Br)cc1)NCc1ccccc1,14%,0.0%,-16%[20 µM],14%,-2%,-23%,0.7%,-5.4%,i,0.1
CC(C)(C)N1C(=O)c2ccc(C(=O)Nc3nccs3)cc2C1=O,-48%,0.9%,14%,1%,4%,-23%,-2.3%,-4.2%,i,0.4
CCCC(=O)Nc1sc2c(c1C(=O)OC)C(C(=O)OC)CC2 (centres undefined),6%,0.0%,17%,8%,-4%,-20%,-2.0%,1.0%,i,1.1
COC(=O)C1=C(C)OC(N)=C(C#N)C1c1c(C)nn(-c2ccccc2)c1Cl (centres undefined),-10%,0.2%,35%,3%,13%,-8%,-2.8%,-2.7%,i,0.6
Cc1nc2ccccc2n1CC(=O)N/N=C\c1ccccn1,4%,-0.1%,.,2%,18%,.,-2.5%,.,i,0.5
Cc1nn(CC(=O)NCCc2ccc(Cl)cc2)c(C)c1[N+](=O)[O-],-5%,-0.1%,13%,-5%,7%,-3%,-0.9%,1.3%,i,1.8
COc1ccc(N=C2SC(C(N)=O)CC(=O)N2CCc2ccc(OC)c(OC)c2)cc1 (centres undefined),-9%,-0.1%,-10%,19%,-2%,-6%,3.3%,4.1%,i,0.5
Cc1cc(C)cc(C(=O)NC(CC(N)=O)c2ccc(N3CCC(N4CCCCC4)CC3)c([N+](=O)[O-])c2)c1 (centres undefined),2%,0.1%,-32%[20 µM],0%,-2%,9%,3.8%,-1.9%,i,0.8
Cn1ncc(N=Cc2ccc([N+](=O)[O-])cc2)c1C(=O)Nc1ccccc1,15%,-0.5%,-52%,-17%,-12%,-30%,-3.0%,5.5%,i,0.1
CCSc1nnc(NC(=O)CSc2nc3c(c(=O)n2-c2ccccc2OC)SCC3)s1,11%,-0.3%,1%,-4%,-13%,-8%,3.3%,8.2%,i,4.8
CCCCOC(=O)c1ccc(NC(c2ccc(C)cc2)P(=O)(OC)OC)cc1 (centres undefined),-30%,-0.3%,-10%,15%,4%,-20%,1.4%,8.9%,i,0.8
COc1ccccc1NC(=O)C1CCCN(c2cc(C)nc3ncnn23)C1 (centres undefined),17%,-0.4%,-6%,8%,-12%,9%,1.0%,0.3%,i,1.0
CSCCC(NC(=O)c1ccc(Cl)cc1)C(=O)OCC(=O)c1ccc[nH]1 (centres undefined),-2%,-0.3%,6%,5%,-4%,-23%,3.1%,-7.1%,i,0.5
CN(C)/C=C/C(=O)/C=C/c1cn(-c2ncc(C(F)(F)F)cc2Cl)c2ccccc12,-2%,1.1%,-25%,12%,10%,5%,14%,1.2%,i,1.3
CCn1c(=O)c2cc(C(=O)NCCN(C)C)sc2c2ccccc21,-9%,-0.1%,37%,6%,13%,-14%,-1.0%,-1.2%,i,0.7
COc1ccc(/C=C2\C(=O)c3ccccc3OC2c2ccccc2)cc1 (centres undefined),-20%,0.3%,-13%,12%,-7%,6%,0.3%,-3.1%,i,0.4
Cc1nc2ccccc2nc(=O)c1NNc1ccc([N+](=O)[O-])cc1,-315%,2.8%,-6%,3%,-11%,13%,25%,0.1%,i,0.3
COCc1ccc(C(=O)N2CCCC(C(=O)c3ccc(SC)cc3)C2)s1 (centres undefined),27%,-0.1%,-30%,-9%,1%,7%,-0.6%,3.0%,i,4.3
CSc1ncccc1C(=O)OCC(=O)N(CC(C)C)C1CCS(=O)(=O)C1 (centres undefined),0%,-0.2%,19%,-2%,-6%,-16%,14%,0.5%,i,0.6
CC(=O)C1=C(C)NC(C)=C(C(C)=O)C1c1ccccc1,-16%,-0.1%,21%[20 µM],-6%,12%,-21%,-0.2%,-8.3%,i,0.3
CC1CCN(C(=O)C(=O)Nc2sc3c(c2C(N)=O)CC(C)(C)OC3)CC1,26%,0.2%,-48%,-3%,-16%,-25%,1.0%,-2.5%,i,1.5
Nc1cc(Cl)ccc1C(=O)OCC(=O)N1CCOCC1,-18%,-0.1%,-8%,5%,6%,-12%,-0.9%,.,i,0.4
CC1(C)Cc2c(sc(NC(=O)C(=O)N3CCCC3)c2C(=O)O)CO1,-1%,0.2%,-24%,3%,13%,-11%,0.3%,0.2%,i,8.6
CC(C)NC(=O)CN(C)S(=O)(=O)c1ccc(F)cc1,18%,0.0%,2%,-3%,32%,-7%,-0.5%,-1.5%,i,0.6
O=C(/C=C/c1ccccc1)c1ccccc1O,9%,-0.1%,19%,4%,-4%,-21%,1.7%,-1.7%,i,1.4
COc1ccc(-c2c(C(C)=O)c(C)nc3sc4c(=O)[nH]nnc4c23)cc1,4%,-0.3%,0%,-19%,11%,-8%,3.6%,14%,i,0.9
Cc1ccc(C)c(Nc2nc3c(S(=O)(=O)c4ccccc4)nnn3c3ccccc23)c1,-2%,-0.3%,1%,.,1%,-43%,-2.5%,1.1%,i,0.7
C=CCN1C(=O)CSC1=Nc1ccc(NC(C)=O)cc1,5%,-0.2%,-2%,10%,4%,-39%,0.2%,0.3%,i,3.5
COc1ccc(OC)c(/C=C/C(=O)Nc2cccc(S(=O)(=O)N3CCCC3)c2)c1,40%,-0.4%,-4%,-3%,-3%,-9%,2.5%,-2.0%,i,0.1
CC1(OC(=O)CCc2ccccc2)C(=O)C=C2C=C(c3ccc(C#N)cc3)N(CCN3CCOCC3)C=C2C1=O (centres undefined),3%,-0.1%,9%,-12%,10%,-6%,-0.5%,-2.3%,i,1.1
COc1ccc(N2C(=S)N=C(Nc3ccccc3)C23CCCCC3)cc1,1%,0.0%,-3%,1%,-12%,16%,-2.7%,-1.6%,i,0.1
COc1ccc(N=Cc2c(O)c3ccccc3oc2=O)cc1,7%,-0.1%,24%,-21%,1%,-31%,9.8%,-1.8%,i,0.5
COc1cc(C(=O)NCc2nnc(SCC(=O)N3CCCCCC3)o2)cc(OC)c1OC,18%,0.0%,-23%,14%,-16%,-5%,-0.3%,3.0%,i,0.3
COc1cccc(OC)c1C(=O)Nc1ccccc1C(=O)N1CCCCCC1,4%,-0.1%,2%,1%,-6%,-23%,0.0%,2.8%,i,1.1

# A portion of the library; count on the stated rates, not on these rows.
